Fam108B counter = counter-screen for RBBP9 inhibitors: inhibitors of mouse Fam108B | inhibition, % at 9.51 µM | hit rate 0.33% among 300,000 | recombinant Fam108B, FP-Rh probe fluorescence polarization;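 active = inhibition above the screen mean inhibition plus 3 SD, computed separately per campaign, cut at about 18% in these data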;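 also: inhibitors lower polarization as less probe binds the enzyme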
Bcl-xL primary = blocks human Bcl-xL binding to Bim BH3 peptide; inhibition, % at 10.9 µM; AID 2129; GST-Bcl-xL / FITC-Bim BH3 peptide fluorescence polarization; hit rate 0.7% among 320,000; Q07817;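 active = inhibition above the mean of all tested compounds plus 3 SD, cutoff set per campaign, cut at about 30% in these data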;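 also: 0% = DMSO wells and 100% = unlabeled Bim-BH3 peptide competitor; inhibitors lower millipolarization by displacing the labeled peptide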
MEX-5 binding = C. elegans MEX-5 TCR-2 RNA binding activity. activity score (negative = inhibition of binding), % at 10 µM. hit rate 0.38% among 300,000. MEX-5/FITC-TCR2 RNA binding, fluorescence polarization; active compounds read low. Q9XUB2;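 active = inhibition past about -25% in most replicates, and total fluorescence under double the plate's negative control median, limit read from the data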;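 also: 0% = DMSO and -100% = 5 µM competing unlabeled TCR2 RNA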
Target sequence (Q9XUB2 whole entry, looked up): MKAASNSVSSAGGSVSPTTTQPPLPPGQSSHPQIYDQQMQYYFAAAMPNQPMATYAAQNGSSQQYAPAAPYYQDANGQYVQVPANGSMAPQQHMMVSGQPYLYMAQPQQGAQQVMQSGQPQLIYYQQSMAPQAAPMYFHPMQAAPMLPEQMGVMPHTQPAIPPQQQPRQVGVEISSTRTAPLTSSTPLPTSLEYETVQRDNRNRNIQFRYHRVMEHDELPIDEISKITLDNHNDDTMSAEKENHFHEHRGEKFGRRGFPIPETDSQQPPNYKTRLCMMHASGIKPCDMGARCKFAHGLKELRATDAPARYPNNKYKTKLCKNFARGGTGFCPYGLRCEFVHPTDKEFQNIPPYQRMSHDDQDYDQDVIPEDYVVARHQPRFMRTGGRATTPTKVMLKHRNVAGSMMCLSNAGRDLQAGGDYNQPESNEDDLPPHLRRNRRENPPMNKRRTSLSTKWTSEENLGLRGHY
GSTO1 inh = blocks human GSTO1 in RBBP9 counter-screen | hit rate 1.1% among 300,000 | inhibition, % at 5.96 µM | recombinant GSTO1, activity-based probe fluorescence polarization | P78417;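 active = inhibition above the campaign mean inhibition plus 3 SD, cut at about 35% in these data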;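 also: 0% = GSTO1-1 with DMSO and 100% = wells lacking GSTO1-1 enzyme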
TPT1 inhibitor = inhibitors of Candida albicans tRNA 2'-phosphotransferase TPT1 | inhibition, % at 5 µM | recombinant caTPT1, FP RNA substrate dephosphorylation | hit rate 0.81% among 300,000;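 active = inhibition above the mean of all tested compounds plus 3 SD, set per screening campaign, cut at about 24% in these data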;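 also: plate controls were DMSO alone for no effect and ferristatin control at 100 nM for full effect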
PME-1 inh = PME-1 (human) inhibition | inhibition, % at 5.9 µM | hit rate 0.53% among 320,000 | recombinant PME-1, FP-Rh probe fluorescence polarization;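 active = inhibition above the campaign mean of all compounds plus 3 SD, cut at about 26% in these data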;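 also: competitive labeling of PME-1 active site by serine hydrolase directed probe; 0% = PME-1 with DMSO and 100% = wells lacking PME-1 enzyme; inhibitors block probe labeling so polarization falls and inhibition rises; many of its hits are not listed in these tables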
GLD-1 RNA inh = GLD-1-TGE RNA interaction inhibition (C. elegans); purified GLD-1 + fluorescein TGE RNA, fluorescence polarization; inhibition, % at 5.96 µM; hit rate 0.44% among 320,000; AID 2280;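 active = percent inhibition above a per-plate cutoff, the plate mean of test compounds plus 3 SD, cut at about 30% in these data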;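 also: 0% = DMSO wells with GLD-1 and probe and 100% = wells lacking GLD-1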
Target sequence (Q17339 whole entry, looked up): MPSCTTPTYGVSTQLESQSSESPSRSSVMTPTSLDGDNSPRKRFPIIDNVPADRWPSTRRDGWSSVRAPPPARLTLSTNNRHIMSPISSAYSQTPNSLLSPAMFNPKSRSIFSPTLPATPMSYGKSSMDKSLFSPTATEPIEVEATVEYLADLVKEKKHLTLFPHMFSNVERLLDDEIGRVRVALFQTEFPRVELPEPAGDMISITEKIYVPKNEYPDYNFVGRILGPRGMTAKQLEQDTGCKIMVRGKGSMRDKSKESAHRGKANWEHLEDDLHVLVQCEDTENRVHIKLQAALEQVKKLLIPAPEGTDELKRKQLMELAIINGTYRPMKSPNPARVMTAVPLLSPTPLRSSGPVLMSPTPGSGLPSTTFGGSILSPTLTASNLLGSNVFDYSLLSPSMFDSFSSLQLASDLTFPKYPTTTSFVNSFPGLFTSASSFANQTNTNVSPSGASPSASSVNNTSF
MCL1-BIM inh = MCL1-BIM-BH3 interaction inhibition (human). Q07820. GST-MCL1 / FITC-Bim-BH3 fluorescence polarization. inhibition, % at 10.9 µM. hit rate 0.68% among 320,000;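 active = inhibition above the mean inhibition of all tested compounds plus 3 SD, set per campaign, cut at about 40% in these data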;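 also: 0% = DMSO wells and 100% = unlabeled Bim-BH3 peptide control; higher means more loss of mP so more displacement of Bim peptide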
PAD4 FP inh = PAD4 (human) enzyme inhibition; recombinant PAD4, RCA probe fluorescence polarization; AID 485272; inhibition, % at 6.36 µM; hit rate 0.41% among 330,000;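 active = percent inhibition above a cutoff equal to the mean of all tested compounds plus 3 SD, cut at about 15% in these data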;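 also: 0% = PAD4 with RCA probe and DMSO and 100% = probe without PAD4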
Numbers without * were called inactive; x = no result given. Not all compounds are listed; rates above refer to the full screens.

smiles	TPT1 inhibitor	PME-1 inh	PAD4 FP inh	Fam108B counter	GLD-1 RNA inh	MEX-5 binding	Bcl-xL primary	MCL1-BIM inh	GSTO1 inh
COc1cc(CN2CCCC(CO)(Cc3ccccc3C)C2)cc2c1OCO2 (stereo not drawn)	3	-5	-7	3	-3	3.6	2	-1	2
N#Cc1cccc(CN2C=NS(=O)(=O)c3ccccc32)c1	-4	-1	5	0	1	2.3	10	9	1
Cc1ccc(OCCC(=O)N(Cc2ccccc2)c2c(N)n(Cc3ccccc3)c(=O)[nH]c2=O)cc1	-3	1	3	4	7	-0.8	2	-1	6
C=CCn1c(SCC(=O)N2c3ccccc3Sc3ccccc32)nnc1-c1ccco1	-1	8	0	-4	-6	2.1	-4	-6	2
COc1ccc(NC(=O)C2CCCN(S(C)(=O)=O)C2)cc1 (stereo not drawn)	-5	-1	6	-1	3	2.7	4	-3	-1
Cn1cc(S(=O)(=O)N2CCCC2)cc1C(=O)N1CCN(c2ccccc2)CC1	-4	1	-2	-3	-2	4.2	1	-3	0
COc1ccc(/C=N/NC(=O)c2cccc(C(F)(F)F)c2)cc1	2	-15	1	4	3	-0.1	4	-3	2
Cc1ccc(-c2nc(C#N)c(N3CCC(C)CC3)o2)cc1	0	7	1	2	-3	2.5	0	-4	-4
CC(C)c1ccc(-c2c(C#N)c(N)nc(SCC(=O)N3CCCCCC3)c2C#N)cc1	-4	-5	-4	-2	-6	-0.5	0	-4	5
CCCCc1nc2ccc(S(=O)(=O)O)cc2[nH]1	-3	-6	-1	3	3	0.8	0	-6	-3
COc1ccc(CNC(=O)c2cc(-c3ccccc3OC)on2)cc1	2	-9	-4	1	2	0.6	2	-1	-8
Cn1c(/C(C#N)=C/Nc2ccccn2)nc2ccccc21	-5	-1	-1	-4	6	-11	16	22	-4
CCCCCOc1ccccc1C(=O)NCCCCCC(=O)O	-1	-1	-1	0	3	-1.5	1	-6	2
COc1ccc2cc(C(c3nnnn3C3CCCC3)N3CCOCC3)c3nnnn3c2c1 (stereo not drawn)	-2	7	2	-2	-1	2.4	6	8	0
Cc1ccc(N2C(=O)[C@@H]3[C@H](C2=O)[C@H]2C=CC=NN2[C@@H]3C(=O)Nc2ccc(Cl)cc2)cc1	4	-13	-3	-2	6	-0.3	13	6	1
CCOc1cc(CNCCO)ccc1OCC(=O)NC(C)(C)C	-1	-7	0	0	16	-0.9	5	1	6
CCCCn1c(N)c(N(CC(C)C)C(=O)CSCc2cccc(C)c2)c(=O)[nH]c1=O	0	0	2	0	8	-0.7	10	5	4
O=C(C1CCCN(Cc2cccnc2)C1)N1CCCCC1 (stereo not drawn)	-2	2	-1	-4	-2	-0.5	8	3	-7
C#CCOCCOCCOCCNc1nc(N2CCN(C(=O)C(Cc3cc4ccccc4[nH]3)n3cc(C(N)C(C)CC)nn3)CC2)nc(N2CCN(C(=O)C(Cc3cc4ccccc4[nH]3)n3cc(C(N)C(C)CC)nn3)CC2)n1 (stereo not drawn)	3	0	-2	5	9	11	8	-3	4
Cc1nnc(NC(=O)CCC(=O)NC2CCCCCCC2)s1	-3	-7	2	2	2	-1.4	7	3	3
COC(=O)c1sc(NC(=O)C(C)c2ccccc2)nc1C (stereo not drawn)	-2	6	0	1	6	1.1	4	7	10
CCCc1nc(SCC(=O)Nc2nnc(CC)s2)c2c(C)c(C)sc2n1	0	4	-1	0	1	0.6	-1	-6	31
c1nc2sc3c(c2c2nnnn12)CCC3	1	-3	-4	-4	6	2.2	-1	2	-41
COc1cc(OC)c(C#N)c(S(=O)Cc2ccccc2)c1 (stereo not drawn)	-1	-2	-2	0	1	0.8	-2	4	1
C/C(=N\O)c1noc(C)c1C(=O)Nc1nccs1	5	1	-3	3	1	-2.6	2	-6	-2
Fc1cc(F)c2nc(N3CCCCC3)sc2c1	-2	2	-2	0	-2	-2.6	8	-2	2
CC1CCCC(C)N1/N=C/C=C/c1ccccc1[N+](=O)[O-] (stereo not drawn)	-4	8	-7	-1	-1	0.8	6	2	0
CN(C(=O)Cn1nc(C(=O)O)c2ccccc2c1=O)C1(C#N)CCCCC1	x	-6	2	x	-1	x	3	4	x
COCCN(C(=O)CNC(=O)c1ccco1)C(C(=O)NC1CCCC1)c1ccccc1F (stereo not drawn)	-2	-6	0	1	8	-2.1	3	0	-4
Cc1cc(S(=O)(=O)N2CCN(c3ccccc3O)CC2)c(C)s1	-1	6	-1	-1	-2	0.3	-2	-3	6

Filtered by structure, those above with a halogen.
smiles	TPT1 inhibitor	PME-1 inh	PAD4 FP inh	Fam108B counter	GLD-1 RNA inh	MEX-5 binding	Bcl-xL primary	MCL1-BIM inh	GSTO1 inh
COc1ccc(/C=N/NC(=O)c2cccc(C(F)(F)F)c2)cc1	2	-15	1	4	3	-0.1	4	-3	2
Cc1ccc(N2C(=O)[C@@H]3[C@H](C2=O)[C@H]2C=CC=NN2[C@@H]3C(=O)Nc2ccc(Cl)cc2)cc1	4	-13	-3	-2	6	-0.3	13	6	1
Fc1cc(F)c2nc(N3CCCCC3)sc2c1	-2	2	-2	0	-2	-2.6	8	-2	2
COCCN(C(=O)CNC(=O)c1ccco1)C(C(=O)NC1CCCC1)c1ccccc1F (stereo not drawn)	-2	-6	0	1	8	-2.1	3	0	-4

The listing continues:
smiles	TPT1 inhibitor	PME-1 inh	PAD4 FP inh	Fam108B counter	GLD-1 RNA inh	MEX-5 binding	Bcl-xL primary	MCL1-BIM inh	GSTO1 inh
Cc1ccc(Cn2c(=N)n(CC(O)c3ccco3)c3ccccc32)cc1 (stereo not drawn)	9	-3	-4	0	4	1.3	6	3	1
CNC(=O)c1c(Br)cnn1-c1ccc(C)cc1	-4	-1	-6	-1	3	-1.3	7	5	3
COc1ccc(CN2CN(S(=O)(=O)c3cccs3)c3nc4ccccc4nc32)cc1	-3	4	-3	-2	11	-4.2	8	4	-4
COC(=O)c1sc2cc(C(F)(F)F)cnc2c1-c1ccccc1	0	-4	-2	6	-6	0.4	1	4	-3
CCOC(=O)c1sc(NC(=O)C2C3C=CC(C3)C2C(=O)O)nc1C (stereo not drawn)	-2	4	0	-1	1	-0.7	3	4	-8
CCOc1ccc(C(CC(=O)O)NC(=O)COc2ccccc2)cc1 (stereo not drawn)	-1	4	6	1	3	0.6	-1	4	-2
COc1cccc(C(=O)NC(C)c2ccc(-c3ccccc3)cc2)c1OC (stereo not drawn)	2	-3	3	-3	6	2.3	2	1	6
N#Cc1cccc(NC(=O)COC(=O)c2ccccc2C(=O)c2ccc(Cl)c([N+](=O)[O-])c2)c1	3	10	5	-6	6	-1.0	2	-4	11
COc1ccc(-c2cn(CCO)c(-c3ccncc3)n2)cc1	1	3	-5	4	-9	x	4	-1	4
Cc1ccc(-n2nc(C)c(/C=N/NC(=O)c3cccs3)c2Cl)cc1	0	-1	-5	-4	-5	0.3	1	3	-7
Cc1cc(=O)[nH]c(SCC(=O)NCc2ccco2)n1	-6	3	-1	0	1	-5.4	9	21	0
CCn1c(SCC(=O)OC)nc2sc3c(c2c1=O)CCC3	-2	-5	-5	5	3	2.0	11	22	10
Cn1c(COc2ccccc2)nnc1SCCN1CCOCC1	7	7	-4	3	1	1.6	-3	-3	4
O=C(CSc1nc(C2CCCCC2)nc2ccccc12)N1CCCC1	-1	-3	-1	2	4	0.8	1	-2	-26
O=C(NCCN1CCOCC1)c1ccc(CS(=O)(=O)c2c(Cl)cccc2Cl)o1	-3	-3	0	-2	4	x	-1	3	5
O=C1CC2(CCN(C(=O)c3cccc([N+](=O)[O-])c3)CC2)Oc2ccccc21	-1	6	0	-3	-3	-4.1	0	0	4
CC(C)OCCCNC(=O)c1cccc2c1C(=O)c1ccc(Cl)cc1S2(=O)=O	x	-8	-1	x	1	x	2	7	x
COc1cccc(N2CCN(C(=S)Nc3ccccc3)CC2)c1	1	-6	-5	-1	0	-0.6	1	6	-3
CCNC(=O)c1c(O)c2ccccc2[nH]c1=O	1	6	5	1	4	-0.1	6	6	6
c1ccc(COc2ccc(Oc3nc(N4CCCCC4)nc(N4CCOCC4)n3)nn2)cc1	2	6	-1	-1	3	-0.4	7	0	-1
Cc1ccc2[nH]c(=O)c(CN(Cc3ccc4c(c3)OCO4)Cc3nnnn3Cc3ccco3)cc2c1	19	5	-1	-1	-2	2.7	8	6	-1
Clc1ccc(-n2nnnc2SCc2cn3ccccc3n2)cc1	-2	4	-2	-1	1	-0.7	2	2	-1
Cc1ccc(C(=O)NCc2nnc(SCC(=O)Nc3ccccc3)n2C)cc1	-6	0	1	-2	1	-0.9	-2	2	-1
C[C@@H](NC(=O)c1cc2c([nH]c3ccccc32)c(-c2ccccc2)n1)C(=O)O	0	-3	-2	3	-11	-0.7	10	9	-5
COc1ccc(COc2cc(-c3cccc(OC)c3)nc3ccc(NC(=O)c4cccnc4)cc23)cc1	4	-19	-2	-6	3	0.3	-14	-12	-71
c1ccn2cc(C34CC5CC(CC(C5)C3)C4)nc2c1	1	4	-1	3	4	3.5	3	14	6
CCOc1ccc2nc(NC(=O)c3ccc(S(=O)(=O)N4CCOCC4)cc3)sc2c1	-2	-1	2	-1	1	1.4	17	-1	3
CN(c1ccccc1)S(=O)(=O)c1cccc(NC(=O)Cc2c(F)cccc2Cl)c1	-3	-4	-4	-18	5	x	1	3	-13
O=C(NCc1ccccc1)C1CC(=O)N(c2ccc(OCC(=O)N3CCCC3)cc2)C1 (stereo not drawn)	0	-4	0	4	-1	0.7	2	4	3
COc1ccc(C2NC(=O)CS2)cc1 (stereo not drawn)	-2	-6	-12	-4	-1	0.7	3	0	5

Two compounds picked at random from the list so far, as already listed:
smiles	TPT1 inhibitor	PME-1 inh	PAD4 FP inh	Fam108B counter	GLD-1 RNA inh	MEX-5 binding	Bcl-xL primary	MCL1-BIM inh	GSTO1 inh
CNC(=O)c1c(Br)cnn1-c1ccc(C)cc1	-4	-1	-6	-1	3	-1.3	7	5	3
O=C(NCCN1CCOCC1)c1ccc(CS(=O)(=O)c2c(Cl)cccc2Cl)o1	-3	-3	0	-2	4	x	-1	3	5

Part of the list above, reduced to Fam108B counter, Bcl-xL primary and GLD-1 RNA inh.
| compound | Fam108B counter | Bcl-xL primary | GLD-1 RNA inh |
| --- | --- | --- | --- |
| CCNC(=O)c1c(O)c2ccccc2[nH]c1=O | 1 | 6 | 4 |
| c1ccc(COc2ccc(Oc3nc(N4CCCCC4)nc(N4CCOCC4)n3)nn2)cc1 | -1 | 7 | 3 |

New compounds follow.
smiles	TPT1 inhibitor	PME-1 inh	PAD4 FP inh	Fam108B counter	GLD-1 RNA inh	MEX-5 binding	Bcl-xL primary	MCL1-BIM inh	GSTO1 inh
COc1ccccc1CNS(=O)(=O)c1cccs1	-1	1	-4	1	-2	-6.1	3	1	-1
CCCn1c(N)c(C(=O)CSc2nc(C)cs2)c(=O)n(C)c1=O	-4	1	1	1	-7	0.9	1	-5	3
COc1ccc(NC(=O)Nc2nnc(-c3cccs3)s2)cc1	-3	-27	0	-4	-4	-3.8	6	10	10
Cc1cc(C)n(CCC(=O)N2CCN(S(=O)(=O)c3ccc(C)c(C)c3)CC2)n1	-2	1	-1	3	-3	-0.4	3	1	5
CSc1nsc(NC(=O)Cc2ccccc2)n1	-1	-1	-2	-2	-2	-1.0	3	-7	-2

Screens (PubChem BioAssay)
